Source: PubChem BioAssay (several laboratories)
NCOA1 inh: SRC1 coactivator transcriptional activity inhibitors, primary screen, cell-based, luminescence; hit rate 0.12% among 360,000; HEK293 GAL4-SRC1 luciferase reporter; inhibition, % at 3.6 µM; AID 588354, 2011; Nuclear receptor coactivator 1 (Homo sapiens), Q15788;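 active = inhibition above the campaign mean plus 3 SD, with each screening campaign given its own cutoff, cut at about 60% in these data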;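 also: 0% = DMSO treated cells and 100% = gossypol at 36 µM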
ABHD5-PLIN5 inh: ABHD5-PLIN5 interaction inhibitors, primary screen, cell lysate, split luciferase complementation, luminescence | Perilipin-5 (Homo sapiens) + 1-acylglycerol-3-phosphate O-acyltransferase ABHD5 (Homo … | Split G. princeps luciferase complementation, 4 h | inhibition, % at 4 µM | hit rate 0.78% among 360,000;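 active = inhibition above the mean inhibition across every tested compound plus 3 SD, cut at about 22% in these data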;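 also: 0% = DMSO only wells and the 100% control is not disclosed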
SRC2 inh: inhibition of GAL4-SRC2 driven luciferase reporter, primary screen, SRC2 inhibitor project, cell-based, luminescence. Nuclear receptor coactivator 2 (Homo sapiens), Q15596. HEK293 GAL4-SRC2 luciferase reporter. inhibition, % at 9 µM. hit rate 0.17% among 370,000. AID 651957, 2012;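 active = inhibition above the mean inhibition of all tested compounds plus 3 SD, set per campaign, cut at about 52% in these data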;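 also: 0% = DMSO treated cells and 100% = cells given Gossypol at 36 µM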
NCOA3 inh: SRC3 coactivator transcriptional activity inhibitors, primary screen, cell-based, luminescence; HEK293 GAL4-SRC3 luciferase reporter; inhibition, % at 3.6 µM; hit rate 0.17% among 360,000;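 active = inhibition above a per-campaign cutoff, the mean of all compounds plus 3 SD, cut at about 60% in these data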;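 also: 0% = DMSO-treated cells and 100% = gossypol-treated cells at 36 µM; higher means less SRC3-driven luciferase light from the GAL4 reporter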
NOD2-RIPK2 inh: NOD2-RIPK2 binding disruptors in cells, primary screen, fluorescence, CHO cells, BLA complementation; inhibition, % at 4.98 µM; Receptor-interacting serine/threonine-protein kinase 2 (Homo sapiens), O43353; CCF4 ratio; hit rate 0.38% among 360,000; in the data active = inhibition above about 21%;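 also: 0% = vehicle only and 100% = reference blocker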
Target sequence (O43353 whole entry, looked up): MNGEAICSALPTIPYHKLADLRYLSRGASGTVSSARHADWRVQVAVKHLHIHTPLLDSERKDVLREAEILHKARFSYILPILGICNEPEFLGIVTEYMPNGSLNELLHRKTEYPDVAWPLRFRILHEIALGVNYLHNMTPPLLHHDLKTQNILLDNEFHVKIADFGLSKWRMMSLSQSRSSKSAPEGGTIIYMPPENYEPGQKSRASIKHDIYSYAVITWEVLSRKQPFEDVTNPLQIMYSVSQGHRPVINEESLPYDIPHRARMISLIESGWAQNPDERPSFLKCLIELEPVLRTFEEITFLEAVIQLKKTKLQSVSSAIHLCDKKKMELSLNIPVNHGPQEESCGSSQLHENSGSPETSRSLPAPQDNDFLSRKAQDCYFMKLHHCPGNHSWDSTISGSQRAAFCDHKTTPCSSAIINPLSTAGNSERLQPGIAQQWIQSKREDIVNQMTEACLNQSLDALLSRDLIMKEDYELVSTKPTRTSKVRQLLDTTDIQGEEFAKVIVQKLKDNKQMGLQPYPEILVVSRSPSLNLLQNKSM
TLR9-MyD88 inh: inhibitors of TLR9-MyD88 association in cells, primary screen, cell-based, CHO, BLA complementation, fluorescence. CCF4 FRET ratio. inhibition, % at 4.98 µM. hit rate 0.21% among 340,000. AID 504734, 2011. Toll-like receptor 9 (Homo sapiens) + Myeloid differentiation primary response protein …;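 active = inhibition above the mean over all tested compounds plus 3 SD, cut at about 21% in these data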;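 also: 0% = DMSO only wells and 100% = clavulanate BLA inhibitor control wells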
NR2F2 inh: NR2F2 transcriptional activity inhibitors, primary screen, cell-based, luciferase reporter, HEK293T, luminescence; COUP transcription factor 2 (Homo sapiens), P24468; HEK293T NGFI-A luciferase reporter; inhibition, % at 8.6 µM; hit rate 0.7% among 370,000;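 active = inhibition above a per-plate cutoff, mean inhibition of test wells between control levels plus 3 SD, cut at about 38% in these data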;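 also: cells cotransfected with COUP-TFII expression vector driving the NGFI-A reporter; 0% = median of COUP-TF2 test wells and 100% = reporter-only cells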
Target sequence (P24468 whole entry, looked up): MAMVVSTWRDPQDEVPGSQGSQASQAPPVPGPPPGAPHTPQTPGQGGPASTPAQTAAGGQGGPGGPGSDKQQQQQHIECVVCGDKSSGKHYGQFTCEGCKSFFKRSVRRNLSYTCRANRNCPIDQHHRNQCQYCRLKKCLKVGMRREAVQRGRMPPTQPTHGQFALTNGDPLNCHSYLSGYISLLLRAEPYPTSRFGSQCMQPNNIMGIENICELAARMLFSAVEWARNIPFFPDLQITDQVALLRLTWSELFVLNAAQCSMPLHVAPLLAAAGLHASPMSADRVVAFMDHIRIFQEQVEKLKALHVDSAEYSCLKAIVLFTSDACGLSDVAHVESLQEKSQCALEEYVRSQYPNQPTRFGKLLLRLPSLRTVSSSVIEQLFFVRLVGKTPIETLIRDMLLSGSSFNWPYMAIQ
LRH-1 inv ag: LRH-1 (NR5A2) inverse agonists, primary screen, cell-based, luminescence, HEK293T, StAR-luciferase reporter. Nuclear receptor subfamily 5 group A member 2 (Homo sapiens), O00482. LRH-1 transfected, 24 h. inhibition, % at 3.6 µM. hit rate 0.13% among 360,000;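 active = inhibition above the mean inhibition of all tested compounds plus 3 SD, cut at about 73% in these data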;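 also: 0% = DMSO wells and 100% = reporter-only cells lacking LRH-1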
EBV LMP1 NFkB: EBV LMP1-driven NF-kappaB luciferase reporter inhibitors, primary screen, cell-based, luminescence, single point. LMP1-induced NF-kappaB luciferase reporter cells. inhibition, % at 12.5 µM. hit rate 0.69% among 350,000; in the data active = inhibition above about 41%;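 also: 0% = neutral control wells and 100% = reference inhibitor control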
MC4R ag barr: MC4R agonists recruiting beta-arrestin, primary screen, cell-based, luminescence, agonist arm of biased-ligand search; hit rate 0.98% among 360,000; U2OS MC4R beta-arrestin complementation; percent of melanotan II response, DMSO zero; activation, % at 8.9 µM; Melanocortin receptor 4 (Homo sapiens), P32245;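 active = activation above a per-plate cutoff, the mean activation of sample wells on that plate plus 3 SD, cut at about 8% in these data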
MC4R antagonist: MC4R antagonists of cAMP signaling, primary screen, cell-based, TR-FRET, antagonist arm of biased-ligand search. inhibition, % at 6.5 µM. Melanocortin receptor 4 (Homo sapiens), P32245. MC4R-expressing cells, MTII-stimulated cAMP, LANCE TR-FRET. hit rate 0.48% among 360,000;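 active = inhibition above its plate's cutoff, the mean of tested wells on that plate plus 3 SD, cut at about 29% in these data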;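 also: 0% = Melanotan II alone and 100% = Melanotan II plus saturating MCL0020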
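Material: human MC4R-expressing U2OS cells. Probe or stimulus: Melanotan II challenge. Dosing: 6.5 µM single dose. Times: 30-min compound, 1-h challenge, 1-h detection, room temperature. Technique: TR-FRET with Eu-cAMP and labeled anti-cAMP, 671 nm. Replication: singlicate.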
An asterisk follows results filed as active; nt = no result given. These rows are one share of the data (hit frequency here may not be typical).

SMILES | NCOA1 inh | ABHD5-PLIN5 inh | SRC2 inh | NCOA3 inh | NOD2-RIPK2 inh | TLR9-MyD88 inh | NR2F2 inh | LRH-1 inv ag | EBV LMP1 NFkB | MC4R ag barr | MC4R antagonist
O=S1(=O)CCC(N=Nc2c(O)n(Cc3ccccc3)c3ccccc23)C1 (stereo not given) | -8.8 | 5.0 | 17.1 | 22.1 | -2.0 | -0.4 | 10.7 | -5.7 | 1.9 | -1.9 | -4.0
Cc1noc(C)c1COC(=O)c1ccccc1NC(=O)Cc1ccccc1 | -19.1 | -8.6 | -27.0 | -11.8 | 3.0 | -20.1 | -2.6 | 22.6 | -0.2 | 1.4 | 15.7
COc1cc(OC)nc(Oc2ccccc2/C=N/O)n1 | -1.8 | -10.6 | -10.3 | 17.4 | -3.4 | 13.8 | -4.6 | 3.1 | -5.5 | -0.6 | 16.3
CC1=NNC(=O)C1CCC(=O)N/N=C\c1ccc(Cl)c(Cl)c1 (stereo not given) | -2.7 | 0.5 | 2.5 | 11.6 | -11.9 | -14.4 | -3.6 | -1.6 | -5.3 | -1.0 | 21.4
CC(C)CN(C(=O)CN(C)CC(=O)Nc1ccc(Cl)c(C(F)(F)F)c1)c1c(N)n(CC(C)C)c(=O)[nH]c1=O | -1.0 | 7.1 | -6.1 | -2.4 | 5.9 | -10.1 | 4.2 | -7.2 | -6.9 | 0.2 | 10.8
CCCCN(C)CCCNC(=O)CC1Oc2ccccc2NC1=O (stereo not given) | -2.5 | 1.9 | -22.5 | 4.0 | 4.8 | -7.5 | -0.6 | 10.1 | -2.0 | 1.3 | 1.3
Cc1cc(=O)oc2c3c(cc(OCC(=O)NCCCn4ccnc4)c12)OC(C)(C)CC3 | 0.9 | -0.6 | 8.6 | -10.3 | -16.5 | 13.9 | -9.7 | -4.6 | -8.7 | 1.6 | 1.7
O=C(NCCCn1ccnc1)C(=O)c1cn(CC(=O)N2CCCCCC2)c2ccccc12 | 8.2 | 1.4 | -3.2 | -6.3 | -7.8 | 6.2 | -17.1 | 9.9 | 0.8 | -1.0 | 2.6
Cc1cc(SCC(=O)c2cccs2)n2nc(C)c(-c3ccccc3)c2n1 | 11.7 | 8.6 | 17.7 | -1.3 | -24.5 | 4.3 | -0.2 | 1.7 | -3.7 | -0.5 | -4.3
Cc1sc2nc(CSC(C)C(=O)NC3(C#N)CCCCC3)[nH]c(=O)c2c1C (stereo not given) | -6.2 | -0.6 | -20.8 | 7.3 | -7.5 | -8.4 | 2.9 | -4.9 | 6.5 | -2.8 | 23.3
CCOC(=O)c1csc(NC(=O)CN2CCCCC2)n1 | 1.9 | -3.8 | 16.1 | 18.1 | -6.5 | 1.4 | -11.3 | 9.9 | -3.5 | -0.6 | 16.5
CCOc1ccc(N(CC(=O)NC2CCCC2)S(=O)(=O)c2c(C)[nH]c(=O)[nH]c2=O)cc1 | 7.6 | -2.3 | -3.3 | -16.6 | -2.8 | 3.1 | -9.9 | -11.7 | -5.4 | -0.5 | 3.6
COc1ccc(Cn2c(=S)[nH]c3cc(C(=O)NCc4cccnc4)ccc3c2=O)cc1 | -5.6 | -0.5 | -6.5 | -16.7 | 2.2 | 2.5 | 6.3 | 12.8 | -11.0 | -1.7 | 6.9
N#CC(CC(=O)c1ccc(F)cc1)c1ccc2c(c1)OCO2 (stereo not given) | -4.3 | -8.8 | -8.1 | 0.4 | 6.4 | 0.9 | 12.6 | 3.0 | -4.1 | -1.2 | 5.5
CCn1c(SCC(=O)N2CCC(C)CC2)nc2c([nH]c3ccccc32)c1=O | -1.9 | 17.5 | 10.4 | 9.0 | -14.8 | -4.6 | -0.7 | 9.1 | -14.1 | 1.0 | -33.2
Cc1cc(C)nc(Nc2n[nH]c(-c3cccc4ccccc34)n2)n1 | -34.2 | -2.0 | -52.0 | -23.3 | -9.8 | -0.3 | 17.3 | -28.8 | 9.6 | 1.3 | 21.2
COc1ccc(OCCCC(=O)Nc2cccnc2)cc1 | 1.3 | -4.4 | 0.6 | 18.2 | 6.9 | 3.5 | -4.9 | -7.0 | 5.3 | -1.6 | 5.3
CCN1C(=O)[C@@H]2[C@@H](c3ccc(-c4ccc(OC)cc4)c(OC)c3)N3CCC[C@@]3(C(=O)OC)[C@@H]2C1=O | -0.4 | -7.9 | -14.2 | -12.1 | -1.0 | -7.8 | -11.2 | -8.1 | 1.4 | -0.1 | 5.2
CCCC(=O)Nc1c2c(nn1-c1ccc(C)cc1)CS(=O)(=O)C2 | 20.4 | 2.9 | -14.1 | 2.9 | -1.8 | -0.1 | 9.3 | 28.2 | 1.3 | -1.7 | 0.7
O=C(NCCCN1CCCC1=O)C(=O)NCC1OCCCN1S(=O)(=O)c1ccccc1 (stereo not given) | -38.9 | -5.3 | -17.9 | -22.2 | -3.7 | 6.5 | 3.1 | 19.3 | -0.1 | -1.3 | 5.3
CCCCCCCNC(=O)C1(CC2CC(c3ccc(Cl)cc3)=NO2)CCN(C(=O)CCCCCBr)CC1 (stereo not given) | -1.7 | -0.1 | -14.6 | 2.4 | -1.5 | -5.4 | 9.2 | 23.0 | 4.3 | 0.5 | 1.4
CCOc1cc(CNCc2ccccn2)cc(Cl)c1OCC | 10.1 | 2.8 | -13.9 | 23.2 | -9.0 | 1.5 | 5.7 | -1.1 | 2.4 | 1.4 | 5.9
CC(C)(C)NCC(O)(c1ccc(Cl)cc1)c1ccc(Cl)cc1 | -16.6 | 1.3 | nt | 11.4 | 2.6 | -4.0 | nt | -14.8 | -3.3 | 0.1 | 9.4
COCCCNC(=O)C[C@@H]1C[C@@]2(C(=O)OC)CC(C)(C)CC=C2N(Cc2ccco2)C1=O | nt | 0.9 | 17.7 | nt | -9.8 | nt | 2.9 | 4.5 | nt | nt | nt

Quoted at random: two entries already listed, in no set order.
SMILES | NCOA1 inh | ABHD5-PLIN5 inh | SRC2 inh | NCOA3 inh | NOD2-RIPK2 inh | TLR9-MyD88 inh | NR2F2 inh | LRH-1 inv ag | EBV LMP1 NFkB | MC4R ag barr | MC4R antagonist
N#CC(CC(=O)c1ccc(F)cc1)c1ccc2c(c1)OCO2 (stereo not given) | -4.3 | -8.8 | -8.1 | 0.4 | 6.4 | 0.9 | 12.6 | 3.0 | -4.1 | -1.2 | 5.5
CCn1c(SCC(=O)N2CCC(C)CC2)nc2c([nH]c3ccccc32)c1=O | -1.9 | 17.5 | 10.4 | 9.0 | -14.8 | -4.6 | -0.7 | 9.1 | -14.1 | 1.0 | -33.2

Carrying on.
SMILES | NCOA1 inh | ABHD5-PLIN5 inh | SRC2 inh | NCOA3 inh | NOD2-RIPK2 inh | TLR9-MyD88 inh | NR2F2 inh | LRH-1 inv ag | EBV LMP1 NFkB | MC4R ag barr | MC4R antagonist
CC1CCCN(Cc2nc3c(c(=O)n(C)c(=O)n3C)n2CC(=O)c2ccccc2)C1 (stereo not given) | 2.1 | -0.8 | 7.7 | -30.2 | -7.2 | 6.5 | 10.2 | -7.8 | 7.1 | -1.6 | -2.9
Cc1ccc(/C=N/NS(=O)(=O)c2ccc([N+](=O)[O-])cc2)o1 | 3.3 | 10.1 | 9.3 | 18.7 | -7.7 | -5.5 | -0.2 | 12.1 | 4.0 | -0.1 | 0.4
Cc1nc(C)c(CC(=O)N2CCc3c([nH]c4ccccc34)C2c2ccccn2)s1 (stereo not given) | 10.9 | 0.7 | -8.1 | 14.4 | 5.8 | -4.5 | -0.4 | -11.2 | 2.9 | -0.7 | 4.9
COC(=O)c1ccc(CSc2nncn2C)cc1 | -90.0 | 3.9 | -67.2 | -32.5 | 2.7 | 4.8 | -30.0 | -59.2 | -17.9 | 1.3 | 3.7
Cc1ccc(N(CC(=O)NC2CCCCCC2)S(=O)(=O)c2c(C)nn(C)c2C)cc1 | 4.9 | 7.7 | -13.5 | -4.8 | -3.6 | -1.2 | 23.7 | -1.7 | -0.2 | -0.9 | -3.1
COc1cc2c(C#N)c(N3CCc4ccccc4C3)nc(N)c2c(N)n1 | -6.0 | -11.4 | 8.0 | -17.4 | 0.7 | 2.6 | -2.2 | 9.0 | -8.1 | 2.1 | -41.2
CCC(C)Nc1nc2c(c(=O)n(C)c(=O)n2C)n1Cc1ccc(Cl)cc1 (stereo not given) | 6.2 | 1.2 | -8.7 | -1.3 | 5.8 | -7.3 | 2.9 | 6.7 | -2.2 | -1.5 | -6.1
COc1ccc2[nH]c3nc(SCC(=O)Nc4cccc(NC(C)=O)c4)nnc3c2c1 | -4.9 | -3.8 | -20.0 | -31.0 | -7.5 | -2.3 | 4.6 | -6.3 | 5.8 | -0.2 | -7.3
COc1ccc(N2CCN(C3CC(=O)NC3=O)CC2)cc1 (stereo not given) | 14.4 | -0.8 | 3.5 | 10.0 | 1.0 | -0.3 | -7.8 | 10.6 | 6.7 | 3.4 | 7.3
Cc1ccc2c(c1)c1c(n2CC(O)Cn2ccnc2C)C(=O)CCC1 (stereo not given) | 6.6 | -0.3 | 6.3 | -11.6 | 0.1 | 12.0 | -3.0 | 10.2 | -3.8 | -2.0 | -5.5
CCCCn1c(N)c(N(CC(C)C)C(=O)c2ccc(F)c(S(=O)(=O)N3CCOCC3)c2)c(=O)[nH]c1=O | -7.1 | -5.9 | -27.3 | 6.5 | -11.1 | -3.6 | 14.6 | -7.2 | -12.9 | -1.8 | 4.8
COc1ccccc1NS(=O)(=O)c1cccc(-n2c(O)c(C=Nc3ccccc3C(=O)O)c3ccccc3c2=O)c1 | 11.0 | 1.3 | 3.3 | 29.1 | -19.5 | -20.0 | 39.2* | 17.3 | 38.5 | 2.0 | 25.3
COc1ccc(NC(=O)CSc2nc(C)cs2)c(OC)c1 | 0.4 | 5.5 | -26.3 | -12.8 | -12.7 | -8.4 | 9.5 | -16.7 | -7.7 | -3.5 | 8.3
Cn1nc(-c2ccccc2)c(CSc2ccccc2Cl)c1Cl | -25.0 | -2.2 | -2.9 | -37.9 | 3.3 | 7.7 | -4.2 | -11.3 | -6.4 | -2.4 | -19.5
O=c1c2c(nc3c(-c4ccccc4)c[nH]n13)CCC2 | -3.3 | 6.5 | 3.2 | 18.5 | -6.8 | 4.7 | 10.7 | 1.0 | 20.2 | 0.0 | 1.2
